Source: PubChem BioAssay
ERa SRC1 inh = ER-alpha (human) coactivator binding inhibition; AID 629; inhibition, % at 25.6 µM; TR-FRET ER-alpha LBD / SRC-1 peptide, estradiol-bound; actives 1.7% (n = 86,000); in the data active means inhibition above about 50%;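 further: 0% = receptor plus peptide control and 100% = peptide only without receptor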
ERb coact inh = blocks coactivator binding to human estrogen receptor beta. AID 633. inhibition, % at 25.6 µM. actives 1.3% (n = 86,000). TR-FRET ER-beta LBD / SRC1-Cy5 peptide binding; receptor agonist-loaded with 1 µM estradiol. Q92731;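 active means compounds whose percent inhibition of the receptor-coactivator binding signal exceeds about 50% in the single-dose screen, limit read from the data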;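 further: 0% = receptor plus peptide wells without compound and 100% = peptide-only wells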
CD11b adhes enh = CD11b/CD18-fibrinogen binding enhancement | P05107+P11215 | K562 CD11b/CD18 adhesion to fibrinogen, ATPlite luminescence | activation, % at 10 µM | actives 0.07% (n = 93,000) | AID 1499;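 active means 10 µM primary screen giving 50% or more activity, confirmed by 40% or more on retest at that dose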; further: strong numbers were not always called active
Target sequence (P05107 whole entry, looked up, other chains not shown): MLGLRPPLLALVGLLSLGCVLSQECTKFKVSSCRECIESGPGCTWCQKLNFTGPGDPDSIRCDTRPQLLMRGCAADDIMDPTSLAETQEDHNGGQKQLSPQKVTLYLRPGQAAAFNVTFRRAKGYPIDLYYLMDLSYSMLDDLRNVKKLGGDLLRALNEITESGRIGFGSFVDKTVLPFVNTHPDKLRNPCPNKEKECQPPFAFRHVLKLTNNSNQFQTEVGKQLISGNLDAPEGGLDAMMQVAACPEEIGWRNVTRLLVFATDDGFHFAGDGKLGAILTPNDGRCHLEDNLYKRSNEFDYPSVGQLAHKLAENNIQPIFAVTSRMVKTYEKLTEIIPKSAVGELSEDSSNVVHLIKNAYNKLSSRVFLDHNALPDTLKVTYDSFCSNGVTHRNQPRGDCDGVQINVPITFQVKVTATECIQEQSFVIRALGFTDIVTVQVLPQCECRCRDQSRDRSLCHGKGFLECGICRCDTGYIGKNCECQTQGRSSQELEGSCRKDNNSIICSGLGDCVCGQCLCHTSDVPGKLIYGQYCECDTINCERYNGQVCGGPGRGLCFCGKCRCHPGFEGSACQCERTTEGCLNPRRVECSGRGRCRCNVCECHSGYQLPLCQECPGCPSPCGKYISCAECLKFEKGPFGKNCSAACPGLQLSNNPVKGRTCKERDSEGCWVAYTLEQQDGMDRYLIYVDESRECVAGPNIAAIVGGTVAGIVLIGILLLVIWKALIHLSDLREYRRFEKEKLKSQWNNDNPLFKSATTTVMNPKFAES
HIV Rev-RRE inh = HIV Rev-RRE protein-RNA interaction inhibition. P05866. Rev peptide-RRE RNA binding, FRET. inhibition, % at 8 µM. actives 0.79% (n = 97,000). AID 704;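 active means inhibition above the screen-wide mean plus 3 SD, cut at about 35% in these data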;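 further: 0% = median DMSO wells and 100% = median Neomycin B control wells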
Target sequence (P05866 whole entry, looked up): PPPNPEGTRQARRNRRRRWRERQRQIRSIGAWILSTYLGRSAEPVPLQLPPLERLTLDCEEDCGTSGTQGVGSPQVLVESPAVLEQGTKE
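assay system = Cy5-tagged RRE RNA duplex with fluorescein-tagged Rev peptide | incubation = 5 + 15 min at 25 °C | also added = labelled Rev peptide | measure = % inhibition of FRET ratio versus controls | benchmarks = DMSO wells as 0% and neomycin B wells as 100% inhibition | measured by = FRET fluorescence readout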
ERa coact pot = ER-alpha (human) coactivator binding potentiation; AID 639; P03372; TR-FRET ERalpha-LBD/SRC-Cy5 coactivator binding, 2 h; 100 = basal binding, no effect; actives 1.3% (n = 86,000); coactivator binding (% of control), % at 25.6 µM; in the data active means activity above about 200%;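 further: binding measured in presence of low estradiol as agonist stimulus; 0% = peptide alone without receptor and 100% = receptor with peptide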
Mac1 fbg inh = blocks human CD11b/CD18 adhesion to fibrinogen; P05107+P11215; K562 CD11b/CD18 adhesion to fibrinogen, ATPlite luminescence; Mn2+ added to activate the integrin; inhibition, % at 10 µM; actives 0.54% (n = 93,000); AID 1497;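 active means primary inhibition of 50% or more at 10 µM, then 40% or more on retest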; further: some results filed as inactive read as strong as hits
PLK1 kinase inh = blocks human PLK1 kinase activity. P53350. recombinant PLK1 kinase, TR-FRET peptide phosphorylation. inhibition, % at 10 µM. actives 0.53% (n = 97,000);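 active means inhibition of 50% or more in the single-concentration screen; inactive means inhibition below 50%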;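 further: 0% = DMSO max control and 100% = H-89 dihydrochloride min control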
FAK blocker = FAK (human) kinase inhibition. Q05397. biochemical FAK kinase activity assay. inhibition, %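 (tested at 7 µM)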. actives 0.84% (n = 97,000). AID 727; in the data active means inhibition above about 19%;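 further: 0% = DMSO and 100% = reference compound high control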
PLK1 PBD inh = Plk1 (human) PBD binding inhibition; Plk1 PBD phosphopeptide binding, fluorescence polarization; P53350; actives 0.13% (n = 97,000); inhibition, %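 (tested at about 20 µM)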; in the data active means inhibition above about 34%, passing the limit was not always enough
The depositor's hits bear a star; x = no result given; [ ] = another dose, or the depositor's remark.

nr	Mac1 fbg inh	PLK1 kinase inh	FAK blocker	ERa SRC1 inh	CD11b adhes enh	ERb coact inh	HIV Rev-RRE inh	mol	PLK1 PBD inh	ERa coact pot
1	-5	0	-1	11	-1	17	-12	CN(C)c1ccc(N/C=C/C(=O)C(C)(C)C)cc1	-11	104[fluorescence artefact?]
2	-1	-10	4	7	-1	10[fluorescence artefact?]	8	C#CCOc1ccc2c(C)cc(=O)oc2c1	-28	121
3	-2	-4	-4	1	-3	9[fluorescence artefact?]	8	CSc1ccc(C2C3(C#N)C(N)=NC4(OCCO4)C23C#N)cc1 (stereo not drawn)	6	109[fluorescence artefact?]
4	-1	-2	-1	-6	0	-4	2	CCCCCOc1ccc(C(=O)NCC(=O)NCC(=O)OCC)cc1	-16	122
5	-44	-17	0	-10	4	-7	4	CCOC(=O)CSc1cc(C)nc(N)n1	2	121
6	0	0	-6	-19	2	1	3	COc1cccc(-n2c(SCC(N)=O)nnc2-c2ccncc2)c1	-10	126
7	-2	-8	0	-2	-4	0	2	Cc1cc(C)n(C(=O)c2ccc(C)c(S(=O)(=O)N3CCCC3)c2)n1	27	105
8	-9	-5	-4	x	0	x	4	COc1cc(C(=O)O/N=C2/C=CC(=O)C(C)=C2C)cc(OC)c1OC	-12	x
9	-8	-15	-5	9	-2	-1[fluorescence artefact?]	6	O=C(CSc1nnc(-c2ccco2)o1)N1CCOCC1	3	86
10	x	-3	-1	x	x	x	2	CCOC(=O)CSc1nnnn1-c1cc(OC)c(Cl)cc1OC	-11	x
11	-50	x	x	9	7	-8	x	Cc1cccc(NC(=O)c2cnc3ccccn3c2=O)c1	x	82
12	-64	0	1	11	0	2	2	O=C1OC2(CCCCC2)OC(=O)C1=CNc1nc2ccccc2s1	4	91[fluorescence artefact?]
13	-6	2	-2	5	8	7	1	CCN(CC)CCN1C(=O)C(=O)/C(=C(/O)c2cccc(OC)c2)C1c1ccccn1 (stereo not drawn)	-6	88
14	-5	-5	0	-6	-5	-6	10	c1cncc(CNC2CCCc3ccccc32)c1 (stereo not drawn)	-1	109
15	x	-9	-7	x	x	x	3	COc1ccccc1-c1cc(C(F)(F)F)n2ncc(S(=O)(=O)c3ccccc3)c2n1	18	x
16	50	-11	1	6[fluorescence artefact?]	-1	16[fluorescence artefact?]	16	Cc1ccc(OCc2nc(C#N)c(NCc3ccc4c(c3)OCO4)o2)cc1	-9	90[fluorescence artefact?]
17	6	x	x	-5	4	-12	x	CCOc1ccc(/C(O)=C2/C(=O)C(=O)N(CCN(CC)CC)C2c2ccco2)cc1 (stereo not drawn)	x	115
18	x	-4	-8	6	x	-2	0	O=C1CC(N2CCN(C3CCc4ccccc4C3)CC2)C(=O)N1c1ccccc1 (stereo not drawn)	-7	91[fluorescence artefact?]
19	10	-4	13	-2	1	0	13	COc1ccc(-c2nc(C#N)c(NC(C)c3ccccc3)o2)cc1OC (stereo not drawn)	16	109[fluorescence artefact?]
20	-25	54*	3	-6	3	-5	7	Cc1ccc(C)c(C(=O)n2cnnc2N)c1	8	113
21	-45	-11	0	15[fluorescence artefact?]	0	1	2	COc1ccc(C(=O)c2ccccc2Cl)cc1	-23	106[fluorescence artefact?]
22	x	0	1	2	x	21	2	CCOC(=O)CCSc1nc(C)c2cc(C)c(C)cc2n1	2	94
23	x	-16	-1	-8	x	-2	1	Cc1ccc(-n2ncc3c(NCCCOC(C)C)ncnc32)c(C)c1	-9	115
24	-8	-11	1	0	4	-4	8	CCCN(CCC)c1nc2ccccc2nc1C(C#N)C(=O)OCCOC (stereo not drawn)	-6	91
25	-10	-10	0	2	-2	5	6	Cc1ccc(S(=O)(=O)Nc2nc(C)cc(NCCN)n2)cc1	-2	126
26	-6	0	-1	0	-3	-2	5	CCOC(=O)Cc1csc(NC(=O)CCNS(=O)(=O)c2ccc3c(c2)CCC(=O)N3)n1	-6	105
27	-8	-9	2	x	40	x	72*	Cc1cc(C)c2cc3c(N)c(C(=O)N4CCc5ccccc5C4)sc3nc2c1	-7	x
28	-1	-5	0	x	-4	x	8	CCC(=O)c1c[nH]c(C(=O)NCCCN2CCOCC2)c1	-40	x
29	x	-12	0	-23	x	-25[fluorescence artefact?]	1	COc1ccc(C2(NC(C)=O)CCN(C(=O)c3cccs3)CC2)cc1	8	102
30	x	-12	-1	x	x	x	1	CC1=NN(c2ccccc2)C(=O)/C1=C/c1cc2cc(C)ccc2nc1N1CCCCC1	-15	x
31	0	-11	7	-8	-2	-6	12	CCC(C)[C@H](NC(=O)NC1CC1)C(=O)O (stereo partly drawn)	1	117
32	24	-14	25*	75*[fluorescence artefact?]	6	63*	18	CCCSC1=N/C(=C\C=C\c2ccco2)C(=O)S1	-13	62[fluorescence artefact?]
33	-8	-11	7	-27	2	6[fluorescence artefact?]	11	Nc1ccc(SCCN2C(=O)c3ccccc3C2=O)cc1	-16	111
34	-38	-13	-1	-4	-3	0	1	C=C(C)c1cccc(C(C)(C)NC(=O)N2CCOCC2)c1	20	108
35	14	4	-4	-12	0	-14	10	Cc1cc(C)c(C#N)c(SCS(=O)c2ccc(C(C)(C)C)cc2)n1 (stereo not drawn)	-1	112
36	x	-36	1	-3[fluorescence artefact?]	x	-1[fluorescence artefact?]	5	Cc1cc(NC(=O)C23CCC(C)(c4nc5cc(Cl)c(Cl)cc5nc42)C3(C)C)no1 (stereo not drawn)	-7	126
37	-3	x	x	5	-1	-1	x	COCCNC(=O)CN1c2ccccc2CC1C (stereo not drawn)	x	117
38	14	-15	0	x	-1	x	7	CSc1nc2ccccc2cc1/C=C(\C#N)c1cccc(Cl)c1	15	x
39	x	-5	5	0	x	-2	7	CCCCN(C(=O)Cn1nnc2ccccc21)C(C(=O)NCCOC)c1cccs1 (stereo not drawn)	-2	97
40	-32	-9	-1	7	2	-4[fluorescence artefact?]	-3	Cc1ccc(S(=O)(=O)N(CC(=O)N2CCC(C(N)=O)CC2)c2cccc(C(F)(F)F)c2)cc1	5	108
41	x	-9	-1	x	x	x	3	Cc1cccc(N=C(N2CCOCC2)P(=O)(N2CCOCC2)N2CCOCC2)c1	-6	x
42	-11	-10	-1	15[fluorescence artefact?]	-1	15	34	COc1cccc(C2=CC(c3ccc(N(C)C)cc3)n3ncnc3N2)c1 (stereo not drawn)	-7	71[fluorescence artefact?]
43	4	-14	4	27[fluorescence artefact?]	48	3	9	CCOC(=O)C1=C(N)n2c(s/c(=C/c3ccco3)c2=O)=C(C(=O)OC)C1c1ccco1 (stereo not drawn)	5	75[fluorescence artefact?]
44	-2	-9	-1	4[fluorescence artefact?]	1	9[fluorescence artefact?]	20	O=C(Nc1ccccc1NC(=O)NC1CCCCC1)NC1CCCCC1	6	91
45	-3	-7	2	-4	4	9	-5	COCCn1c(C)cc(C(=O)COC(=O)c2ccc3ncsc3c2)c1C	12	100
46	-4	-13	1	x	-3	x	-3	CCNC(=O)COC(=O)C1C(C(=O)OCC)=C(C)NC(C)=C1C(=O)OCC	-24	x
47	-4	-3	-6	x	-6	x	11	Cc1[nH]ccc(=O)c1OCc1ccc(Cl)cc1	13	x
48	2	-26	-6	6	1	12	-6	CCOc1ccc(CC(=O)Nc2c(C(=O)Nc3ccccc3)oc3ccccc23)cc1OCC	-10	133
49	-19	-11	7	-2[fluorescence artefact?]	-2	-6	10	Cc1ccc(CNC(=O)C2CCCCC2C(=O)O)cc1 (stereo not drawn)	-25	115
50	-9	-1	0	-3	-3	4	9	COc1ccc2oc(=O)c(C(=O)n3ccc(C)n3)cc2c1	-12	87
51	-8	3	13	38	3	30	27	CSC1=N/C(=C\C=C\c2cccs2)C(=O)S1	11	72[fluorescence artefact?]
52	-1	-5	4	-6	4	-3	-5	Cc1ccc(OCC(=O)N2CCCCCC2)c(C)c1	5	123
53	2	x	x	4	-9	1	x	Cn1c(=O)c2c(nc(SCC(=O)N3CCc4ccccc43)n2Cc2ccccc2)n(C)c1=O	x	133
54	x	-21	23*	x	x	x	-2	Cc1ccc2c(CC(=O)OCc3cc(=O)n4c(n3)sc3ccccc34)coc2c1	-3	x
55	2	x	x	9[fluorescence artefact?]	-4	13	x	CCN(CC)S(=O)(=O)c1ccc2[nH]c(=O)[nH]c2c1	x	85
56	11	x	x	2[fluorescence artefact?]	-1	3[fluorescence artefact?]	x	O=P(CO)(Cc1ccccc1)Cc1ccccc1	x	108[fluorescence artefact?]

Remaining list, next part.
nr	Mac1 fbg inh	PLK1 kinase inh	FAK blocker	ERa SRC1 inh	CD11b adhes enh	ERb coact inh	HIV Rev-RRE inh	mol	PLK1 PBD inh	ERa coact pot
57	x	-3	-2	x	x	x	11	C/C(=C\C(=O)c1ccccc1)Nc1ccc(Cl)c(Br)c1	-5	x
58	20	0	0	-7	-2	-1	5	O=C(N1CCOCC1)N1CCOCC1	37	107
59	x	-8	1	51*[fluorescence artefact?]	x	23[fluorescence artefact?]	-1	O=C(Nc1cnn(Cc2ccc(Cl)cc2Cl)c1)c1cc(-c2cccs2)on1	0	157[fluorescence artefact?]
60	14	-6	4	-6	-3	-5	9	C=CCn1c(-c2ccc(OC)cc2)nc2ccccc21	-21	105
61	x	-11	2	-1	x	3	6	O=C(c1ccco1)N1CCN(C(=O)c2nn3cccnc3c2Cl)CC1	-27	124

In the list so far, eight contain a Cl atom:
nr	Mac1 fbg inh	PLK1 kinase inh	FAK blocker	ERa SRC1 inh	CD11b adhes enh	ERb coact inh	HIV Rev-RRE inh	mol	PLK1 PBD inh	ERa coact pot
10	x	-3	-1	x	x	x	2	CCOC(=O)CSc1nnnn1-c1cc(OC)c(Cl)cc1OC	-11	x
21	-45	-11	0	15[fluorescence artefact?]	0	1	2	COc1ccc(C(=O)c2ccccc2Cl)cc1	-23	106[fluorescence artefact?]
36	x	-36	1	-3[fluorescence artefact?]	x	-1[fluorescence artefact?]	5	Cc1cc(NC(=O)C23CCC(C)(c4nc5cc(Cl)c(Cl)cc5nc42)C3(C)C)no1 (stereo not drawn)	-7	126
38	14	-15	0	x	-1	x	7	CSc1nc2ccccc2cc1/C=C(\C#N)c1cccc(Cl)c1	15	x
47	-4	-3	-6	x	-6	x	11	Cc1[nH]ccc(=O)c1OCc1ccc(Cl)cc1	13	x
57	x	-3	-2	x	x	x	11	C/C(=C\C(=O)c1ccccc1)Nc1ccc(Cl)c(Br)c1	-5	x
59	x	-8	1	51*[fluorescence artefact?]	x	23[fluorescence artefact?]	-1	O=C(Nc1cnn(Cc2ccc(Cl)cc2Cl)c1)c1cc(-c2cccs2)on1	0	157[fluorescence artefact?]
61	x	-11	2	-1	x	3	6	O=C(c1ccco1)N1CCN(C(=O)c2nn3cccnc3c2Cl)CC1	-27	124
